H9c2 protect – protects H9c2 cardiomyocytes from peroxide injury; 360,000 compounds, 0.63% hits; H2O2 injury protection, ATPLite, 2 h; protection from H2O2 cell death, % at 20 µM;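 active = compounds giving at least 50% protection of heart cells from peroxide-induced death in the single-dose screen, raw or plate-pattern-corrected value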;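 note: 0% = DMSO wells with peroxide and 100% = DMSO wells without peroxide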
m5-HT2A agonist – activates the mouse 5-HT2A serotonin receptor; activation, % at 7.6 µM; AID 624169; 360,000 compounds, 0.66% hits; CHO-K1 mHTR2A beta-arrestin complementation, luminescence; percent of 30 µM serotonin response;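 active = activation above a run cutoff, the mean activation of all tested compounds plus 3 SD, cut at about 14% in these data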;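 note: 0% = plate median of compound wells and 100% = 30 µM serotonin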
Target sequence (P35363 whole entry, looked up): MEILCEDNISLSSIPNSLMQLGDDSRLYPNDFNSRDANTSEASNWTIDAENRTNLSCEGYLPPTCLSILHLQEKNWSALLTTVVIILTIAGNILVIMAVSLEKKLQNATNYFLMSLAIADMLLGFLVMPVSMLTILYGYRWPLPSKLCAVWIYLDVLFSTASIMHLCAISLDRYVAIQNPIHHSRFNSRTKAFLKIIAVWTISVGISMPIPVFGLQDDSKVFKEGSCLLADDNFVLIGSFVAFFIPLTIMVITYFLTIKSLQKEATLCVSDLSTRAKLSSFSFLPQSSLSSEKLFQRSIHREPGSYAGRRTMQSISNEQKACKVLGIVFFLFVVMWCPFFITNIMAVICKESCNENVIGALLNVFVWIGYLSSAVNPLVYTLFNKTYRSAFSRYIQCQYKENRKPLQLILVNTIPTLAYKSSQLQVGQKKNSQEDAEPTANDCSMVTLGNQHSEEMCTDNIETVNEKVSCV
HIF-2a block – HIF-2a inhibition. 786-0 RCC cells HIF-2a reporter, luciferase luminescence, overnight. inhibition, % at 18.8 µM. 360,000 compounds, 0.72% hits;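 active = inhibition of the luminescence signal of 40% or more relative to plate controls, in a single-dose primary screen at 18.75 µM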
MITF TRPM1 inh – MITF TRPM1 promoter inhibition in SK-MEL-5 cells; SK-MEL-5 TRPM1 promoter luciferase, 24 h; inhibition, % at 12.5 µM; 330,000 compounds, 0.83% hits; AID 488899;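 active = mean inhibition across replicates of 60% or more, whatever share of single replicates reaches that level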; note: values of inactives mirror those of a sister screen read the other way
Peg3 promoter – inhibitors of Peg3 promoter. HeLa PEG-Prom luciferase reporter, luminescence, overnight. inhibition, % at 20 µM. 360,000 compounds, 1.7% hits;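 active = inhibition of at least 50% at 20 µM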
Shn3 inh set2 – inhibitors of Schnurri-3 3'UTR reporter in osteoblasts; Clone20 osteoblast Shn3 3'UTR firefly luciferase, 24 h; inhibition, % at 12.5 µM; 360,000 compounds, 0.52% hits;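 active = mean inhibition of at least 75% with every replicate also reaching 75%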;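 note: 0% = median of neutral control wells and 100% = pilot-screen positive control compound; some compounds past the cut are filed as inactive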
NR2E3 ag-1 – agonists of human nuclear receptor NR2E3 | Q9Y5X4 | GST-NR2E3/biotin-RetCOR TR-FRET, 1536-well | inhibition of corepressor binding, % at 4.78 µM | 320,000 compounds, 0.12% hits | AID 2300;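 active = percent inhibition above the cutoff of mean plus 3 SD of all tested compounds, set per screening campaign, cut at about 20% in these data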;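 note: 0% = DMSO wells and 100% = biotin wells as full block of FRET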
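Material: NR2E3–RetCOR corepressor complex / Amount: 1.35 nM GST-NR2E3 / Medium: Tris pH 7.5 / Compound: single nominal compound dose of 4.8 µM / Incubation: 5 h at 4 °C / Technique: TR-FRET, Eu(K)-anti-GST donor, streptavidin-D2 acceptor, ex 340, em 617/671 nm / Read-out basis: percent loss of FRET ratio relative to control wells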
NR2E3 ag-2 – activates human NR2E3 receptor; Q9Y5X4; CHO-S Gal4-NCOR/VP16-NR2E3 two-hybrid, luciferase; inhibition of corepressor binding, % at 3.98 µM; 360,000 compounds, 0.35% hits; AID 602229;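 active = inhibition above the mean of all tested compounds plus 3 SD, cut at about 70% in these data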;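 note: 0% = DMSO with NR2E3 transfected cells and 100% = cells lacking NR2E3 construct; higher means lower luciferase signal from less NR2E3 corepressor binding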
PDI inh – inhibitors of human protein disulfide isomerase; PDI insulin aggregation turbidity, A650, 90 min; 350,000 compounds, 0.052% hits; P07237; inhibition, % at 10 µM;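 active = mean inhibition across replicates of 30% or more, whatever share of single replicates reach that level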;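 note: absorbance from insulin aggregation driven by PDI reduction with DTT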
Target sequence (P07237 whole entry, looked up): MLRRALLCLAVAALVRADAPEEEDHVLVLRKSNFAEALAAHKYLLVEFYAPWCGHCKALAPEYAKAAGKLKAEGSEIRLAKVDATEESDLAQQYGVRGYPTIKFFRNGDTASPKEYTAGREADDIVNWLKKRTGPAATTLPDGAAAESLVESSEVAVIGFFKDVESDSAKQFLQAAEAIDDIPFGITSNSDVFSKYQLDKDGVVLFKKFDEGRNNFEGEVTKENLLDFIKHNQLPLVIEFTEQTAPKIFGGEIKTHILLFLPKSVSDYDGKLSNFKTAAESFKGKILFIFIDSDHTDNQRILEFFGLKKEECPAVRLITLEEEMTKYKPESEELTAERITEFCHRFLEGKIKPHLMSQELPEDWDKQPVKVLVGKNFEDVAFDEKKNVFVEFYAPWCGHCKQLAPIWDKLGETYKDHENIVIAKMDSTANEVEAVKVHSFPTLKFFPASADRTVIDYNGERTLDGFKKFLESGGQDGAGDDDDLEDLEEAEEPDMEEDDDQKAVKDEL
hiPSC survival – increases survival of single human iPS cells; hiPSC single-cell survival, ATPlite luminescence; 100% = ROCK inhibitor wells, 0% = DMSO; survival enhancement, % at 20 µM; 360,000 compounds, 0.044% hits; AID 602274; in the data active = survival enhancement above about 18%;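 note: cells exposed to compounds for 16 hours before the ATP read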
CaV13 FRET inh – Primary screen for inhibitors of IQ motif and Ca2+-dependent inactivation inhibitor domain binding in CACNA1D, Förster resonance energy transfer in living cells, … | inhibition, % at 12.3 µM | HEK cells, CFP/YFP FRET ICDI-IQ, plate reader, 10 min; percent FRET-ratio fall versus neutral wells | 340,000 compounds, 0.098% hits;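 active = mean replicate inhibition of at least 30% and at least 1% of replicates passing that level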;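 note: 0% = median of the neutral control wells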
The depositor's hits bear a star; x = not tested or not shown.

SMILES	H9c2 protect	m5-HT2A agonist	HIF-2a block	MITF TRPM1 inh	Peg3 promoter	Shn3 inh set2	NR2E3 ag-1	NR2E3 ag-2	PDI inh	hiPSC survival	CaV13 FRET inh
O=C(COC(=O)c1cc(=O)[nH]c2ccc(Br)cc12)c1ccccc1	-3.9	3.8	2.2	8.0	2.2	9.3	-2.8	-13.5	-2.5	0.7	-4.4
O=C(NCCCN1CCCC1=O)c1cccs1	-1.7	6.9	2.0	2.4	6.5	2.2	0.5	-17.0	-5.9	6.5	-2.8
C[C@@H]1CN([C@@H](C)CO)C(=O)CCCn2nncc2CO[C@H]1CN(C)Cc1ccncc1	-0.4	-3.1	5.3	x	7.4	-18.1	x	-21.4	-3.5	0.3	-1.5
Cc1ccc(CNc2nc3cc(-c4ccccc4C)sc3c(=O)n2C)c(C)c1	-17.0	3.9	-17.4	x	17.4	-3.7	x	0.4	4.6	2.0	-7.2
CC(C)[C@H](CN1CCC[C@H]1CN1C(N)=NC[C@H]1C(C)C)N1C[C@@H](Cc2ccccc2)N(CCCC2CCCC2)C1=N	5.1	0.6	2.9	-9.0	2.8	-0.1	x	-5.0	3.1	-0.3	x
Cc1cc(OCC(=O)OCC(=O)c2c(N)n(C)c(=O)n(C)c2=O)ccc1Cl	0.4	-1.7	6.9	4.9	3.7	-8.1	-0.6	7.0	-1.4	0.1	-6.8
O=C(COC(=O)c1cccc(-n2cnnn2)c1)Nc1c(Cl)cccc1C(F)(F)F	2.0	9.0	12.8	4.9	10.1	0.6	-4.0	-31.6	2.0	-0.2	-2.4
COc1cc(NC(=O)C2=CC(c3cccs3)=NS(=O)(=O)N2C)cc(OC)c1OC	13.4	5.9	1.0	1.3	11.6	24.0	-2.3	-28.7	x	-1.1	-4.6
Nc1nn(-c2cccc(F)n2)cc1-c1ccc(Cl)cc1	-15.5	-3.2	-57.8	-27.0	-175.5	-38.1	x	-207.0	1.3	-1.8	-1.2
Cc1cc(NC(=O)CCC(=O)N(Cc2ccco2)C2(C(=O)NC3CCCC3)CCCCC2)no1	6.7	-12.7	12.8	-8.9	9.2	-5.8	-3.1	-17.0	4.2	-0.4	-4.3
CC1CCCC(NC(=O)COC(=O)[C@@H](NC(=O)c2ccc(F)cc2)C(C)C)C1C (stereo partly specified)	-4.4	-2.4	-7.1	-1.9	3.6	14.6	x	-21.0	0.8	0.7	-4.8
O=C(Nc1cc([N+](=O)[O-])ccc1F)c1ccc2ccccc2c1	-9.7	0.8	-50.7	-14.5	-30.1	-34.3	0.9	-5.2	-4.6	0.6	-20.3
Cc1ccnc(NC(=O)CCC(=O)N(CC(=O)NCc2ccc(F)cc2)c2ccc(F)cc2)c1	3.1	9.3	18.2	x	12.3	6.8	-3.1	10.3	4.1	0.0	-3.8
CCOC(=O)Cc1csc(NC(NC(=O)OCC)(C(=O)OCC)C(F)(F)F)n1 (stereo unspecified)	-2.7	0.7	-0.2	1.1	3.0	3.2	0.2	5.4	6.1	-2.2	-4.2
O=C(Cc1ccccc1)Nc1c(Cl)ccc2nsnc12	2.1	-1.4	2.3	x	1.3	19.5	-0.5	-14.3	3.4	0.2	-5.0
CC1(C)CC(=O)C=C(NNC(=O)c2ccc(N)cc2)C1	8.5	3.9	15.5	-2.6	-8.8	12.2	1.3	-24.9	-4.6	-0.6	-2.5
CN(C(=O)C1CCCN1S(=O)(=O)c1ccc(Cl)cc1)c1ccccc1 (stereo unspecified)	3.7	3.9	8.3	-10.3	10.5	-3.0	-2.4	5.4	-4.4	-0.5	-14.1
CCCOc1ccc(N2C(=O)C3ON(c4ccccc4)C(c4ccc(O)c(OC)c4)C3C2=O)cc1 (stereo unspecified)	7.7	0.4	19.7	-0.4	7.2	x	-7.8	-3.9	-1.0	2.3	x
COC(=O)c1ccc(C(=O)Nc2nc3cc(N)c(C)cc3s2)cc1	2.5	-1.5	5.7	-3.4	-9.3	-1.6	-1.5	-24.2	-5.8	-0.7	-4.6
Cc1sc(NC(=O)/C=C/C(=O)O)c(C(N)=O)c1-c1ccc(C(C)(C)C)cc1	2.5	0.9	-24.0	-7.0	4.4	-10.3	-0.1	-46.2	-5.0	-1.2	-5.0
COc1ccc(Cl)cc1NC(=O)CN(C)CC(=O)N(CC(C)C)c1c(N)n(CC(C)C)c(=O)[nH]c1=O	-3.5	-1.3	1.1	11.8	9.5	1.7	x	-8.5	-2.6	-0.3	-2.6
COC(=O)Cn1cnc2c(Cl)nc(F)nc21	-8.7	2.3	-12.2	22.5	14.2	5.6	x	5.0	-0.8	-2.9	-6.9
CCOc1ccccc1C(C(=O)NCCOC)N(CCOC)C(=O)Cn1nnc2ccccc21 (stereo unspecified)	0.2	-1.9	16.8	-3.9	9.3	-9.0	3.1	-13.8	-3.6	1.7	-6.3
COc1ccc(Cl)cc1C(=O)NCCN1CCOCC1	0.9	-3.1	10.1	-4.5	3.2	5.7	-0.5	15.7	4.3	-0.4	-2.2
C/C(=N/N=C(/N)SCc1ccccc1)C(C)(C)C	1.4	0.0	-110.4	-12.0	-74.1	-48.2	5.9	-55.8	0.7	-0.3	-5.9

The closing 2 entries of the section before open the next one:
SMILES	H9c2 protect	m5-HT2A agonist	HIF-2a block	MITF TRPM1 inh	Peg3 promoter	Shn3 inh set2	NR2E3 ag-1	NR2E3 ag-2	PDI inh	hiPSC survival	CaV13 FRET inh
COc1ccc(Cl)cc1C(=O)NCCN1CCOCC1	0.9	-3.1	10.1	-4.5	3.2	5.7	-0.5	15.7	4.3	-0.4	-2.2
C/C(=N/N=C(/N)SCc1ccccc1)C(C)(C)C	1.4	0.0	-110.4	-12.0	-74.1	-48.2	5.9	-55.8	0.7	-0.3	-5.9
O=S(=O)(c1ccc(NCCOCCO)nc1)N1CCCCC1	3.4	-5.9	4.5	-7.4	-10.8	-31.3	0.7	-24.2	14.3	-1.9	-1.8
CCCCn1cc(C(C)(C)C)c(C#N)c1NC(C)=O	-7.6	3.1	12.0	2.3	3.8	-13.8	0.4	-26.5	x	3.9	-10.3
CC1CCc2c(sc(NC(=O)CSc3nnc(-c4ccccc4)o3)c2C#N)C1 (stereo unspecified)	-5.7	3.0	-10.8	-10.0	-55.5	-20.7	1.2	-9.3	2.8	1.5	-6.4
O=C(c1cc2cc(Br)ccc2o1)N1CCOCC1	-10.1	-0.2	-147.9	-36.7	-121.8	-23.5	2.1	-30.0	-15.7	-1.4	-4.7
Cc1ccc(C(=O)CN(C(=O)c2ccc(Cl)cc2)N2C(=O)CCC2=O)cc1	14.7	4.1	5.0	-13.0	9.0	13.7	0.3	-16.2	4.5	0.2	6.6
O=C1CC(c2nc3ccccc3[nH]2)CN1c1ccccc1 (stereo unspecified)	4.6	-4.1	12.8	-1.4	-1.4	-8.7	-2.8	-17.1	-5.4	2.9	-4.1
COC(=O)c1[nH]c(C)c(/C(O)=C2\C(=O)C(=O)N(CCN(C)C)C2c2ccccc2OC)c1C (stereo unspecified)	4.8	-1.3	15.4	-9.3	25.6	-9.9	3.2	11.0	3.2	3.3	-4.2
CC(=O)c1nccs1	2.6	1.9	8.9	-3.8	7.2	-2.8	1.9	-10.2	x	0.0	x
COc1ccc(C(=O)OCC(=O)N2CCCCC2)cc1[N+](=O)[O-]	6.0	8.3	-0.8	-5.0	-4.5	-7.6	2.8	-13.7	0.4	0.5	-4.6
COC(=O)C(C)N1C(=O)S/C(=C/c2cc(C)n(C(C)C)c2C)C1=O (stereo unspecified)	-23.4	-3.9	-197.1	-82.7	-299.4	19.3	-2.9	-80.5	1.2	-1.8	-5.3
NC(=O)C1CCN(C(=O)c2ccc(-c3ccccc3Cl)o2)CC1	4.0	-6.4	-181.6	-69.4	-223.1	-44.7	3.1	-105.8	-3.2	-0.5	-2.1
CCc1csc(CCNC(=O)C2CCC(=O)N(Cc3cccc(C(F)(F)F)c3)C2)n1 (stereo unspecified)	2.3	5.6	6.9	7.7	-2.8	-0.4	-4.5	5.5	12.6	0.0	-5.9
CC(=O)Oc1cccc(N2C(=O)CC(Nc3ccc(N4CCOCC4)cc3)C2=O)c1 (stereo unspecified)	16.6	0.4	-15.5	-6.3	-5.7	-3.3	1.6	-20.9	7.0	-2.5	-1.5
O=C(Cn1nc(-c2ccccc2Cl)ccc1=O)Nc1ccccc1-c1ccccc1	-1.2	2.2	18.8	-7.5	-0.3	8.1	0.7	14.9	10.1	1.7	-2.2
CCc1ccccc1NC(=O)c1cc([N+](=O)[O-])ccc1N1CCOCC1	1.3	4.1	2.8	-2.6	11.0	3.9	6.0	8.2	6.8	-0.3	-5.4
Cc1ccc(C(=O)N/N=C/c2ccc(OC(=O)c3ccccc3Cl)cc2)cn1	30.1	1.9	-87.3	-26.0	-57.5	14.5	-1.5	-29.3	5.0	-0.3	-3.7
CC(=O)OC(C(=O)NCCc1ccccc1)c1cccnc1 (stereo unspecified)	-4.5	3.5	-7.9	-6.2	6.8	4.1	2.3	9.9	-5.9	-0.4	-3.9
CCOc1ccc(C(=O)NCCCn2ccnc2)cc1	11.3	0.0	4.2	-9.2	10.2	-9.8	1.2	0.6	26.4	-1.4	-4.7
Cc1nc2ccc(NC(=O)c3ccc(S(=O)(=O)N(C)C)cc3)cc2s1	-5.7	2.6	9.3	-6.6	11.4	-6.5	-4.4	7.3	-7.4	-0.1	-2.6
Cc1ccc(/C=C/C(=O)NC(C)c2ccccc2)cc1 (stereo unspecified)	-8.8	-6.9	-34.6	-4.7	-47.2	-1.7	-2.5	-1.3	1.4	-2.5	-3.0
CNC(=O)C(=O)N/N=C/c1ccccn1	-1.7	-0.3	14.0	-0.7	12.7	3.1	2.8	10.0	-0.1	-2.0	-5.9
COc1cc2nc(C3CC3)n(NC(=O)c3ccc(F)cc3)c(=O)c2cc1OC	2.0	7.0	10.0	7.4	10.9	-3.2	1.2	-7.9	-6.1	1.4	-9.4
CCCCCCN1C[C@@H](O)[C@H](n2cc(COC(=O)c3ccccc3)nn2)C[C@@H]1c1ccccc1	-19.9	2.7	10.9	x	3.7	-17.2	x	16.2	-8.2	2.0	-10.3
COc1ccccc1NC(=O)c1ccc2nc(N3C(=O)CCC3=O)sc2c1	5.2	-2.4	5.4	-0.9	-14.8	1.5	-1.6	-1.9	5.1	0.9	-5.9
COc1ccc(CCN(C)C(=O)c2cc(S(=O)(=O)NCc3ccccc3)ccc2C)cc1OC	-5.0	2.6	10.1	16.7	1.7	26.7	3.5	19.4	-1.3	2.1	-1.6
CC1CCN(C(=O)CCNS(=O)(=O)c2ccc3c(c2)oc(=O)n3C)CC1	0.8	1.8	-2.3	1.2	10.0	-3.1	-2.6	-24.0	-3.8	-0.6	-3.6
CCOc1cc(S(=O)(=O)Nc2ccc(Cl)cn2)ccc1F	-4.2	1.7	21.4	-4.7	14.6	5.7	-1.1	8.6	1.7	0.2	x
